Source: PubChem BioAssay
HEK293 tox = cytotoxicity counter-screen for GLP-1 receptor inverse agonists; AID 624418; HEK293 cAMP-luciferase reporter cells, luminescence, 24 h; Potency, µM (series often up to 38.3 µM), for the others: top-dose activity change, negative = inhibition, most hits filed as inhibitors; hit rate 0.13% among 410,000;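 further: loss of luciferase light is scored as toxicity; potency means the concentration at half of the fitted maximal effect; on the % scale 0 is the no-effect control and ±100 the full control effect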
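Luminescence readout: signal drop marks cytotoxicity. Plated cells grew 12 h at 37 °C, 5% CO2, received 23 nL compound for 24 h, then got luciferase reagent, read after 12 min at RT.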
IL1B secr inh = inflammasome signaling inhibition, IL-1 beta readout. THP-1 LPS/ATP IL-1B secretion, AlphaLISA, 16 h; active compounds read low. activity change, % at 57.5 µM. hit rate 4.7% among 360,000. AID 743279; in the data active means activity change below about -50%; inconclusive means mostly about -30% to -49%; further: on the % scale 0 is the no-effect control and ±100 the full control effect
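Secreted IL-1B measured by AlphaLISA bead assay after 16 h compound exposure of THP-1 cells; compounds (final up to 57.5 uM) added 1 h before LPS (250 ng/mL) and ATP (1.25 mM) stimulation; lower signal means less secretion.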
KB-V1 cytotox = kills drug-selected multidrug resistant KB-V1 cells; KB-V1 MDR cells viability, CellTiter-Glo, 72 h; Potency, µM (doses to about 46.1 µM), without a hit: at the top dose activity change, negative = cytotoxicity, actives largely listed as cytotoxic; hit rate 3.4% among 400,000; AID 1347076; further: potency means the concentration at half of the fitted maximal effect; on the % scale 0 is the no-effect control and ±100 the full control effect; nearly all actives have a fitted effect of over 60% in size
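Compound-treated KB-V1 multidrug-resistant cells, 72 h, 37 degrees C; viability by CellTiter-Glo. Fitted qHTS curves give the values.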
KB-3-1 tox = KB-3-1 parental cell cytotoxicity. Potency, µM (series often up to 46.1 µM), for the others: at the highest dose activity change, negative = cytotoxic, hits mostly cytotoxic. KB-3-1 viability, CellTiter-Glo ATP luminescence, 72 h. AID 1347075. hit rate 1.4% among 400,000; further: potency means the concentration at half of the fitted maximal effect; on the % scale 0 is the no-effect control and ±100 the full control effect; nearly all actives have a fitted effect of over 60% in size
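Screening of KB-3-1 cells (DMEM, 10% FBS, phenol-red free) ran from lowest to highest compound concentration; after 72 h at 37 °C viability was read luminescently and curves fitted.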
HT1080-NT tox = kills 2HG-producing HT-1080-NT fibrosarcoma cells; hit rate 1.6% among 360,000; AID 686970; Potency, µM (highest dose often 46.1 µM), for the others: at the highest dose activity, negative = less viability, actives largely listed as cytotoxic; HT-1080-NT fibrosarcoma viability, CellTiter-Glo ATP luminescence, 48 h;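 further: NT is the 2HG producing partner of a matched IDH1 knockdown line; potency means the concentration at half of the fitted maximal effect; 0% = DMSO-treated cells and -100% = media-only wells without cells; nearly all actives have a fitted effect of over 55% in size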
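Luminescent CellTiter-Glo readout after 48 hours of compound exposure at 37 degrees C defined viability of HT-1080-NT cells. Activity was normalized to DMSO wells and cell-free media wells; concentration-response curves were fitted and assigned curve classes.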
SW480 rerep = inducers of DNA re-replication in SW480 colon cancer cells; SW480 DNA re-replication, Hoechst DNA content imaging, 48 h; hit rate 1.8% among 340,000; Potency, µM (titrated, usually from 46.1 µM), inactives show at the top dose re-replication activation, actives largely listed as activators; AID 624297; further: potency means the concentration at half of the fitted maximal effect; % of control where 0% means no effect; nearly all actives have a fitted effect of over 55% in size
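SW480 cells exposed to compounds for 48 hr at 37 C, 5% CO2, then Hoechst-stained 40 min. Nuclear DNA content imaged by fluorescence scanning (405 nm excitation, 500-530 nm emission); re-replication scored as increased high-intensity nuclei.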
DRD3 agonist = activates the human D3 dopamine receptor. P35462. max activation, %. D3R DiscoveRx beta-arrestin cells, luminescence, 90 min. hit rate 0.58% among 410,000; in the data active means max activation above about 30%; further: 0% is about no effect; mostly tested at two doses, the higher about 12 µM
Target sequence (P35462 whole entry, looked up): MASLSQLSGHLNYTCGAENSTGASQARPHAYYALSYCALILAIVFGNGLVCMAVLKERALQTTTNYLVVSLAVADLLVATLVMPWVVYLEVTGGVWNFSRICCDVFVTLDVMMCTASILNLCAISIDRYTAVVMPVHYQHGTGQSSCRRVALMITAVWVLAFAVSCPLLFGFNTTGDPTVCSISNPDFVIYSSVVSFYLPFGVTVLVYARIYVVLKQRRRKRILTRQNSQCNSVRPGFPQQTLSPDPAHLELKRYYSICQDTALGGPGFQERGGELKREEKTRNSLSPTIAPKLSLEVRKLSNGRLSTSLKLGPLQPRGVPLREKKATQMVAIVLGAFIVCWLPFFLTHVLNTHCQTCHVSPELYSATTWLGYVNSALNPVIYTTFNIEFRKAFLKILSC
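Cells at 1500/well, incubated overnight, then treated with pinned compounds (dopamine as control) for 90 min at 37 degrees C. DiscoveRx reagent added for 30 - 60 minutes at room temperature; luminescence read.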
HT1080 IDH1KD tx = kills HT-1080 cells with IDH1 knockdown; Potency, µM (highest dose often 46.1 µM), inactives show top-dose activity, negative = toxicity, usual class: cytotoxic; hit rate 2% among 360,000; HT-1080 IDH1 knockdown viability, ATP luminescence, 48 h;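 further: potency means the concentration at half of the fitted maximal effect; 0% = DMSO wells and -100% = cell-free medium wells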
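Viability of IDH1-knockdown HT-1080 fibrosarcoma cells was assessed by CellTiter-Glo after 48 h at 37 °C with titrated compound; concentration-effect curves were classified by fit quality and response size.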
MCF10A rereplic = inducers of DNA re-replication in MCF 10A breast cells | MCF 10A DNA re-replication, Hoechst nuclear intensity, 48 h | AID 624296 | hit rate 2.9% among 350,000 | Potency, µM (series often up to 46.1 µM), for inactives: top-dose activity, positive = re-replication, hits mostly activators; further: potency means the concentration at half of the fitted maximal effect; % of control where 0% means no effect; nearly all actives have a fitted effect of over 50% in size
* marks the source's active call; other numbers are inactive results; ? = inconclusive; nt = no result given; & = joins results of further samples; [ ] = remark or other dose. Unless noted, the call rests on the fitted dose curve; in most records, active means well fitted curve in the direction sought with a large enough effect; inconclusive means small, poorly fitted or top-dose-only effect, or another doubt; inactive means no such curve, though single readings can be large; an effect the other way counts as inactive or inconclusive.

Sample of the layout:
SMILES | HEK293 tox | IL1B secr inh | KB-V1 cytotox | KB-3-1 tox | HT1080-NT tox | SW480 rerep | DRD3 agonist | HT1080 IDH1KD tx | MCF10A rereplic
Cc1ccc(Oc2nc3c(C)cccn3c(=O)c2/C=C(\C#N)C(N)=O)cc1 | -4% | ? | -25% | -9% | -16% | -5% | 11 | -8% | ?
COc1cc(NC(=O)c2cnc(NCc3ccccc3)nc2C)cc(OC)c1OC | -11% | 36 | 10µM* | ? | ? | 17% | 7 | ? | 11%

This part in full (from the top)
SMILES | HEK293 tox | IL1B secr inh | KB-V1 cytotox | KB-3-1 tox | HT1080-NT tox | SW480 rerep | DRD3 agonist | HT1080 IDH1KD tx | MCF10A rereplic
Cc1ccc(Oc2nc3c(C)cccn3c(=O)c2/C=C(\C#N)C(N)=O)cc1 | -4% | ? | -25% | -9% | -16% | -5% | 11 | -8% | ?
COc1cc(NC(=O)c2cnc(NCc3ccccc3)nc2C)cc(OC)c1OC | -11% | 36 | 10µM* | ? | ? | 17% | 7 | ? | 11%
Cc1cccc(NC(=O)N2C3CCCC2CC(NC(=O)C(C)(C)C)C3)c1 (stereo not drawn) | 5% | -2 | -16% | -10% | 0% | ? | 14 | 2% | ?
COc1cc(OC)cc(N(C(=O)c2ccco2)C(C(=O)NC2CCCC2)c2ccc(N(C)C)cc2)c1 (stereo not drawn) | -14% | -3 | 12% | 12% | -13% | -2%[9.22 µM] | 5 | -2% | 0%
CCOC(=O)c1nn(C)c2[nH]c(=O)n(C)c(=O)c12 | 6% | 14 | 0% | -5% | 1% | -4% | 0 | 11% | 2%
COc1cccc(-c2nn(-c3ccccc3)cc2/C=C(/NC(=O)c2ccccc2)C(=O)O)c1 | -5% | -4 | 28% | 8% | -4% | -12% | 4 | -7% | -1%
N#Cc1ccccc1S(=O)(=O)N1CCN(c2nc(-c3ccccc3)nc3ccccc23)CC1 | -2% | 4 | 23%&-1% | ? | 17% | nt | 0 | 13% | nt
COC(=O)c1cnn(-c2nc(OC)cc(OC)n2)c1C | 7% | -8 | 16µM* | 22% | -3% | -14% | -7 | 2% | -2%
O=C(NCCCN1CCOCC1)c1ccc(S(=O)(=O)Nc2cccc(C(F)(F)F)c2)cc1 | -7% | 20 | 17% | -3% | -15% | -227%[inhibitor] | -1 | -11% | 24%
O=C(O)c1nccnc1C(=O)Nc1ccc(S(=O)(=O)N2CCOCC2)cc1 | -2% | -10 | -5% | 0% | -3% | -5% | -1 | 15% | -1%
O=C(CSc1nnc2ccccn12)Nc1ccccc1C(=O)NC1CC1 | -2% | 3 | 16% | 3% | 14% | -24% | -1 | 17% | -2%
Cc1ccc2oc(=O)cc(CN3CCCCC3)c2c1 | 3% | 8 | -23% | 11% | -14% | -2% | -4 | -5% | 0%
O=C(COC(=O)c1ccc(-n2cnnn2)cc1)Nc1cc(Cl)ccc1F | -5% | -19 | 24% | 0% | 3% | -4% | 0 | 9% | -9%
CCC[C@@H](CN1CCC[C@H]1CN1C(N)=NC[C@H]1C(C)C)N1C[C@@H]([C@H](C)CC)N(CCCC2CCCC2)C1=N | -4% | -18 | 0% | 0% | 0% | -92%[inhibitor] | -19 | 2% | -4%
N=c1n(Cc2ccccc2)c2ccccc2n1CC(O)COc1ccc(Cl)cc1Cl (stereo not drawn) | ? | -103* | ? | ? | 29µM* | ? | 2 | 12µM* | ?
CC(=O)c1ccc(NS(=O)(=O)c2c(C)cc(C)cc2C)cc1 | -2%[7.66 µM] | 4 | 20% | -25% | -19% | -4% | -4 | 3% | 9%
COC(=O)c1c(S(=O)(=O)NCc2ccccc2)sc(C(=O)O)c1C | 23% | 11 | 13% | -4% | 13% | -5% | 4 | 16% | -2%
O=C(O)c1ccccc1C(=O)Nc1ccc(Br)c2cccnc12 | -1%&-4% | 28 | 0%&0% | 4%&2% | -6% | -6% | -7&8 | 11% | 0%
Cn1cccc1-c1nc2ccc(NC(=O)c3ccccc3)cc2[nH]1 | -11% | 0 | -20% | 3% | 8% | -1% | -5 | 5% | 1%
O=C(O)CSc1ncnc2sc(-c3ccccc3)cc12 | -4% | -4 | 15% | 10% | 14% | -4% | 2 | 11% | 15%
Cc1ccc(NS(=O)(=O)c2ccc3[nH]c4c(c3c2)CCCC4)c(C)c1 | ? | nt | 3% | 1% | nt | nt | -9 | nt | nt
CCC(C)NC(=O)C1=C(C)C(=O)OC12CCC(C)CC2 (stereo not drawn) | 2% | -17 | -6% | 6% | -12% | 5% | -11 | 8% | 1%
CC(C)CN(C(=O)CCNC(=O)c1ccccc1Cl)C1CCS(=O)(=O)C1 (stereo not drawn) | 2% | -7 | 8% | -16% | -2% | -29% | 10 | 1% | 3%
N#CC1C(=N)Cc2ccccc2-c2ccccc21 (stereo not drawn) | -24% | -17 | 15µM* | ? | 12µM* | 16µM* | -10 | 16µM* | ?
CC12CCC(C(=O)NNc3ccc([N+](=O)[O-])cc3)(CC1=O)C2(C)C (stereo not drawn) | 10% | 0 | -1% | -10% | -1% | -4% | 0 | -7% | 14%
CC(=O)c1ccc(S(=O)(=O)N2CCn3cccc3C2C)cc1 (stereo not drawn) | 3% | 22 | 0% | 7% | 3% | -26% | -11 | -4% | 0%
O=C(O)COc1ccc(Br)cc1/C=N\Nc1ccccn1 | -5% | 10 | ? | -4% | 4% | 18% | 3 | 3% | 0%
Cn1c(=O)oc2cc(S(=O)(=O)N3CCCCC3)ccc21 | 2% | 23 | -13% | -5% | 0% | -19% | -11 | 4% | -3%
O=C(CN1CCN(S(=O)(=O)c2ccccc2)CC1)Nc1ccc(Cl)c(Cl)c1 | -25% | -15 | 0% | ? | 2% | -17% | 0 | -3% | ?
CCc1nc2c(OCc3ccc(C(F)(F)F)cc3)cccn2c1N(C)C(C)=O | 1% | -9 | -2% | 0% | 14% | nt | -5 | 5% | nt
Cc1cccc(S(=O)(=O)NC(=O)C2(C)CCN2C(=O)CCC2CCCC2)c1 (stereo not drawn) | -5% | 25 | 3% | 0% | 1% | nt | 2 | 9% | nt
O=C1CCCN1CCCN=c1c([N+](=O)[O-])nn(-c2ccc(Cl)cc2)n1O | ? | -23 | ? | 12% | 2% | ? | 4 | -2% | ?
CC1(C(=O)NS(=O)(=O)C2CC2)CCN(C(=O)c2cccc(Cl)c2)C1 (stereo not drawn) | 3% | 0 | 7% | 0% | 12% | nt | -1 | ? | nt
CCC(C)NC(=O)NCc1ccccc1F (stereo not drawn) | 3% | -20 | 9% | 8% | 3% | -2% | -4 | 19% | -14%
CCC(=O)NCCCc1nc2ccccc2n1Cc1ccccc1F | 8% | 3 | 9% | 0% | 12% | -43%[inhibitor] | 1 | 2% | -13%
COc1ccc(-c2cc(=O)oc3c(C)c(OC(C)C(=O)NCc4ccccn4)ccc23)cc1 (stereo not drawn) | 25% | -9 | -7% | 0% | 6% | 0% | -29 | 8% | 12%
Cc1nn(Cc2ccc(F)cc2)c(Cl)c1/C=N/NC(=O)c1ccccc1 | -14% | 23 | -21% | ? | ? | 0% | 3 | ? | ?
CCCC1=Nc2cc(C(=O)NC3CCCCC3)ccc2Sc2ccc(C)cc21 | ? | nt | 0.82µM* | 0.52µM* | nt | nt | -18 | nt | nt
CCNC(=O)Nc1ccc(S(=O)(=O)Nc2cnc(C)nc2C)cc1 | -2% | 7 | 20% | 5% | 6% | -2% | -1 | 8% | -4%
Cc1cccc(NC(=S)N/N=C/c2cccn2Cc2ccc(F)cc2)c1 | -19% | 7 | ? | -14% | -20% | 13% | 6 | -14% | 8.2µM*
COc1ccc(C(=O)NCC2CCCN2S(=O)(=O)c2cccs2)cc1 (stereo not drawn) | 17% | -18 | 0% | 19% | -3% | 8% | 1 | -5% | 17%
CC1CCCN(S(=O)(=O)c2csc(C(N)=O)c2)C1 (stereo not drawn) | -8% | -15 | -1% | 0% | 0% | -12% | 2 | 12% | ?
COC(=O)CSc1snnc1-c1ccc(Cl)cc1Cl | -3% | -1 | 16% | 19% | 16% | -5% | 4 | 11% | 4%
O=C(Nc1nnc([C@@H]2C[C@H](O)[C@@H](CO)O2)s1)c1cccc(OC(F)(F)F)c1 | -5% | 5 | 0% | 0% | 21% | nt | 2 | 3% | nt
O=C1c2ccccc2C(=O)c2c1oc(C(F)(F)F)c2C(=O)c1ccccc1 | -18% | -84* | 7.3µM* | 4.6µM* | ? | 4.1µM* | -20 | 23µM* | 4.6µM*
N#Cc1cc2ccccc2n2nnnc12 | 17% | -2 | -2% | 9% | 7% | -3% | 4 | 6% | 2%
CC(C)(C)OC(=O)N1CCC(C(=O)NNC(=O)c2ccc(Cl)cc2Cl)CC1 | 5% | 0 | -5% | -2% | 7% | -4% | 17 | -1% | 6%
COc1ccc(OC)c(C2=NNC(=NCc3ccc4c(c3)OCO4)SC2)c1 | 0% | 0 | -26% | 1% | -4% | -14% | -3 | -26% | -1%
CCOC(=O)c1ccc(NC(=O)C2(c3ccccc3)CCCC2)cc1 | 1% | 27 | 15µM* | -7% | 4% | -7% | -9 | 1% | 26%
COC(=O)c1cc(=O)n(-c2ccccc2)c(=Nc2ccccc2)s1 | 3% | -58* | 8% | ? | ? | ? | -7 | ? | 18µM*
CCOC(=O)c1c(C)[nH]c(C)c1C(=O)COC(=O)c1ccc(S(=O)(=O)N(CC)CC)cc1 | 0% | 7 | -12% | 0% | 0%[9.24 µM] | -1% | 2 | -25% | 1%
CCCCN1C(=N)N([C@@H](C)CN2CCC[C@H]2CN2C(N)=NC[C@H]2CC(C)C)C[C@H]1Cc1ccccc1 | -6% | -54* | 0% | 0% | 5% | 53% | -9 | -4% | -14%
COc1ccc(CNC(=O)CC2Sc3ccccc3NC2=O)cc1 (stereo not drawn) | 1% | 17 | 3% | 1% | 10% | 0% | 0 | 0% | -4%
